Yeast growth inh = yeast BB579 growth reduction in restrictive medium | S. cerevisiae BB579 growth, OD615, 48 h | inhibition, % at 10 µM | 0.51% of 140,000 active;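 active = inhibition above a set limit, 3 SD over the mean compound inhibition, cut at about 44% in these data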; note: inactives centre near -24
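System: Saccharomyces cerevisiae DeaD strain BB579, replicative lifespan model yeast | Buffer or medium: Restrictive glucose-based CSMM-D medium | Times: 4 h preincubation and 48 h exposure at 30 °C | Detection: OD615 turbidity measurement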
MRP-1 activ = activates MRP-1 | 0.61% of 140,000 active | H69AR cells + doxorubicin, viability rescue, CellTiter-Glo | viability increase, % at 10 µM;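 active = viability gain under doxorubicin at or above a set limit, the compound median plus 3 SD, cut at about 4.7% in these data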;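 note: MRP-1 overexpressing cells given doxorubicin 25 µM after compound pretreatment; 18-22 h compound pretreatment then 72 h with doxorubicin before readout; 0% = doxorubicin-only wells and 100% = vehicle-treated cells without doxorubicin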
GALR2 blocker = antagonists of human galanin receptor 2 (GALR2) | 0.39% of 140,000 active | O43603 | inhibition, % at 4 µM | GALR2-expressing cells, antagonist mode; in the data active = inhibition above about 27%;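 note: cells stimulated with galanin 1-16 at roughly its EC80; 0% = agonist challenge control and 100% = basal control without agonist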
Target sequence (O43603 whole entry, looked up): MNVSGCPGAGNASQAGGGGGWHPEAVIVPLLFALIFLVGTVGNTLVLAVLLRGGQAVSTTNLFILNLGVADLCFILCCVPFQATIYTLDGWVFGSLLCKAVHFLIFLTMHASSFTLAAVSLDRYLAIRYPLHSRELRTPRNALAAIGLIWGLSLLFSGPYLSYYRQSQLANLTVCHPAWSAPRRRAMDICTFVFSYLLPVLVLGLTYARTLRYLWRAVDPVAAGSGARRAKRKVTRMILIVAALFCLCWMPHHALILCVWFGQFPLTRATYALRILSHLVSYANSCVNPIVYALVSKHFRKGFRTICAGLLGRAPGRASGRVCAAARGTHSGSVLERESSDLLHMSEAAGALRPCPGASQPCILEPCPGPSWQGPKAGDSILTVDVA
E-sel TNF inh = blocks E-selectin expression induced by TNF alpha | 0.71% of 120,000 active | inhibition, % at 2 µM | HUVEC TNFa-induced E-selectin immunofluorescence, high content;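 active = inhibition above the batch mean plus 3 SD, and confirmed as a hit on visual image review, cut at about 43% in these data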;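 note: 0% = TNF-stimulated DMSO wells and 100% = unstimulated control wells; not every result past the cut was called active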
Phagocyt inh = inhibitors of macrophage phagocytosis | inhibition, % at 5 µM | AID 1029 | J774A.1 macrophage IgG-bead phagocytosis, imaging | 0.07% of 110,000 active;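 active = inhibition above the mean of the plate negative controls plus 5 SD, cut at about 13% in these data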;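 note: phagocytic index as fraction of beads internalized from green versus red external bead signal; plate controls were DMSO negative control for no effect and cytochalasin-D positive control for full effect; some results beyond the cut were filed as inactive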
HCT116 bCat-KO = beta-catenin-lacking colon tumor cell growth suppression; HCT116 beta-catenin knockout viability, CellTiter-Glo, 60 h; hits give low values; viability, % at 10 µM; 1.5% of 140,000 active; AID 818;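 active = viability at or under a set limit, the compound median less 4 SD, cut at about 6% in these data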;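 note: 0% = Hyamine 1622 control at 20 µM and 100% = untreated cell control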
Yeast lifespan up = yeast lifespan extension | S. cerevisiae growth with nicotinamide, OD615; deaD strain in restrictive glucose medium | inhibition of the nicotinamide effect, % at 10 µM | 0.68% of 130,000 active;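 active = inhibition above a set limit, placed 3 SD over the median of all compounds, cut at about 26% in these data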;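 note: 0% = nicotinamide-treated wells and 100% = cells grown without nicotinamide; some compounds called inactive have numbers as strong as hits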
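Buffer or medium: CSMM-D glucose medium, restrictive; test system: modified budding yeast, DeaD strain; compound: single dose 10 µM compound, 0.25% DMSO; schedule: culture preincubation 4 h, compound exposure 48 h, both 30 °C; detection: optical density (absorbance) at 615 nm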
NPY-Y2 antag = antagonists of human neuropeptide Y receptor Y2; P49146; NPY-Y2 expressing cells, antagonist mode; inhibition, % at 2.7 µM; 0.99% of 140,000 active; in the data active = inhibition above about 17%;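 note: 0% = vehicle with agonist challenge and 100% = reference antagonist with challenge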
Target sequence (P49146 whole entry, looked up): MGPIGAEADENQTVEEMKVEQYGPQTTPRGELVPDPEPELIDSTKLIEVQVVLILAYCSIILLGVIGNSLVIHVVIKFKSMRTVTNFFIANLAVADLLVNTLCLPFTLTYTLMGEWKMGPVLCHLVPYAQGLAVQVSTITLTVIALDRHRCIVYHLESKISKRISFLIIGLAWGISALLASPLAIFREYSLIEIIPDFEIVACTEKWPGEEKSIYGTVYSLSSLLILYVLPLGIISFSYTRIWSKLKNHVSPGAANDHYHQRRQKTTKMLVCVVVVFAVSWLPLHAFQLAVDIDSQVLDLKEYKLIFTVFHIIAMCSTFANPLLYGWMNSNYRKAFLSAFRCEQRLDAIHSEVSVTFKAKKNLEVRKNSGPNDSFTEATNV
Measles CPE = protection of cells from measles virus; Measles virus-infected cells, CPE protection, absorbance; protection (pct of control), % at 4 µM; 1.5% of 140,000 active; AID 841; in the data active = protection mostly above about 24%, no sharp cut-off; inactive = mostly below about 26%; note: some compounds called inactive have numbers as strong as hits
PTEN del growth = suppresses growth of cells with PTEN deletion. AID 827. viability, % at 10 µM. HCT116 PTEN-null viability, CellTiter-Glo, 60 h; hits give low values. 1.2% of 140,000 active;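 active = viability at or below a set limit, 4 SD under the median of all tested compounds, cut at about 3.7% in these data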;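 note: PTEN knockout HCT116 line with beta catenin targeted HCT116 as companion control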
* = called active by the depositor; x = not tested or not shown.

SMILES	Yeast growth inh	MRP-1 activ	GALR2 blocker	E-sel TNF inh	Phagocyt inh	HCT116 bCat-KO	Yeast lifespan up	NPY-Y2 antag	Measles CPE	PTEN del growth
O=C(c1cc(-c2ccccc2)nc2ccccc12)N1CCCc2ccccc21	-25.0	-1.2	-1.0	x	-6.0	61.8	4.2	13.7	18.3	64.0
COc1ccc(C2(C(=O)O)CCCC2)cc1	-26.7	-0.7	4.0	x	-2.5	92.2	34.7*	9.1	6.4	90.5
CC1CN(C(=O)c2ccccc2)OC(c2ccc3c(c2)OCO3)O1 (centres undefined)	-33.8	-1.1	10.3	4.2	x	101.5	2.0	6.8	5.2	89.6
Cc1cc(=O)[nH]c(N2CCc3ccccc3C2)n1	-49.6	0.3	-0.9	1.8	-2.0	98.0	-8.0	0.7	9.2	107.7
CCCCNC(=S)NNC(=O)c1ccc2c(c1)OCO2	-19.0	1.7	-11.1	0.1	-4.2	87.3	-1.4	4.7	7.5	92.1
Cc1ccc(-c2nnc(CSc3nncn3N)o2)cc1	-28.9	-3.5	-7.4	x	-0.8	93.6	0.8	0.4	4.7	99.8
CCOc1ccccc1N/C=C/C(=O)C(C)(C)C	-1.7	-1.5	-3.4	-28.3	-0.5	76.5	-14.9	3.4	5.8	94.9
COc1ccc2nc(NC(=O)c3ccc(NS(=O)(=O)c4cccs4)cc3)sc2c1	-25.9	-3.6	6.6	10.2	-13.5	67.6	-1.9	-2.1	4.0	75.7
CC1CCc2nn(CC(=O)NCc3ccc(F)cc3)cc2C1 (centres undefined)	-27.3	-3.2	5.4	x	-0.3	84.0	1.8	-0.2	2.1	90.5
Fc1ccc(Br)cc1C1C=C(c2ccc(Br)cc2)Nc2ncnn21 (centres undefined)	-92.0	-0.8	-2.7	3.5	-0.6	38.5	-10.3	3.1	8.1	30.6
COc1ccccc1OCC(=O)N1CC2(C)CC1CC(C)(C)C2 (centres undefined)	-39.9	-0.5	-9.4	14.2	0.2	82.1	-2.4	1.2	2.8	92.9
CCN(CC)CCn1c(OC)cc(=O)[nH]c1=O	-16.8	-0.1	-14.1	-10.8	-1.4	91.7	-1.4	1.5	8.0	96.7
COc1ccccc1C(CNC(=O)c1ccc(S(=O)(=O)NCc2ccco2)cc1)N(C)C (centres undefined)	-34.7	-1.2	4.5	-14.1	-9.0	95.8	0.6	3.9	9.2	104.9
Cc1nc2cc(NC(=O)N3CCN(c4ccccn4)CC3)ccc2o1	-23.3	-1.3	-8.7	9.3	4.6	91.3	-15.6	1.4	13.4	97.1
COc1ccc(C(C(=O)NC2CCCC2)N(Cc2ccc(F)cc2)C(=O)c2ccn[nH]2)cc1OC (centres undefined)	-18.7	-2.5	-1.0	-9.1	x	90.3	-0.7	1.7	11.5	97.3
CCN(CC)C(=O)C1CCCN(C/C(C)=C/c2ccccc2)C1 (centres undefined)	-14.2	-2.8	9.1	x	-3.9	93.0	-0.6	5.3	5.6	94.0
Cc1nnc(SCC(=O)Nc2cc(C(F)(F)F)ccc2N2CCOCC2)o1	-64.6	-0.5	-12.0	-29.0	x	94.9	-13.5	3.5	10.2	94.4
CCN(c1ccc(NC(=O)COC(=O)CCc2nc3ccccc3n2-c2ccccc2)cc1)C(C)C	-27.5	-1.5	-1.6	x	-6.2	83.5	-3.1	-0.2	14.1	85.8
CCOc1cc(C)c(Cl)cc1S(=O)(=O)NCc1ccc2c(c1)OCO2	-27.4	-2.5	-2.2	5.6	-0.9	61.9	1.3	3.6	2.1	63.9
Cc1ccc(C2C(C#N)=C(N)SC(N)=C2C#N)c(C)c1	-37.2	-0.8	1.3	x	-0.2	97.0	-20.2	2.0	9.5	92.5
CC(C)(C)OC(=O)N1CCCC1C(=O)NC(Cc1ccccc1)C(=O)O (centres undefined)	-63.5	1.5	-5.3	-13.9	1.9	99.2	-3.2	0.7	7.3	109.5
O=c1c2cn[nH]c2nc(SCc2ccc3c(c2)OCCO3)n1-c1ccccc1	-48.8	-0.3	-13.8	26.9	-1.1	85.9	-10.0	4.9	10.2	72.9
CCOc1ccc(OCCOCCNCCOC)cc1	-10.9	-0.5	9.7	-20.6	x	92.8	4.0	3.7	8.0	98.4
COc1ccc(C(=O)c2c(C)c3ccccc3n2CC(O)CNC(C)C)cc1 (centres undefined)	8.8	-5.1	-2.9	6.2	2.9	60.9	-10.2	14.9	3.0	65.5
CC1(C)CC(=O)C2=C(C1)NC(SCC(=O)Nc1ccccc1)=C(C#N)C21CCCCC1	-24.1	-2.8	4.0	12.5	-0.8	82.0	-9.0	3.2	6.3	70.6
O=C(/C=C/Nc1ccc([N+](=O)[O-])cc1Br)c1cccc2ccccc12	-2.2	0.3	16.5	-5.1	-6.7	80.9	-2.9	1.9	15.2	76.1
Cc1ccc(-c2csc3nc(C)n(-n4cccc4)c(=O)c23)o1	-64.6	0.4	12.2	-30.0	-0.7	99.8	-8.7	2.2	6.4	108.5
O=S(=O)(NCCC1=CCCCC1)c1cccc2nsnc12	-32.4	-2.7	6.2	0.4	x	95.8	7.6	1.8	13.0	93.6
Cc1ccc2[nH]c(=O)c(-c3noc(C(C)C)n3)cc2c1	-63.5	-0.8	-3.7	2.3	-0.2	91.7	-7.7	-1.1	5.7	100.8
Cc1c(Oc2ccc(C(F)(F)F)cc2[N+](=O)[O-])ccc2c3c(c(=O)oc12)CCC3	-35.2	1.1	0.1	x	-5.0	87.7	-2.0	3.5	5.2	85.1

Three entries out of the list above, sorted by the number in Yeast growth inh, ascending.
Compound	Yeast growth inh
Cc1nnc(SCC(=O)Nc2cc(C(F)(F)F)ccc2N2CCOCC2)o1	-64.6
Cc1ccc2[nH]c(=O)c(-c3noc(C(C)C)n3)cc2c1	-63.5
O=C(/C=C/Nc1ccc([N+](=O)[O-])cc1Br)c1cccc2ccccc12	-2.2

The list goes on:
SMILES	Yeast growth inh	MRP-1 activ	GALR2 blocker	E-sel TNF inh	Phagocyt inh	HCT116 bCat-KO	Yeast lifespan up	NPY-Y2 antag	Measles CPE	PTEN del growth
CCN(CC)S(=O)(=O)c1ccc2[nH]cc(C(=O)NCCC3=CCCCC3)c(=O)c2c1	-17.0	-7.5	-14.3	-5.8	6.9	16.6	-23.1	-3.8	18.7	21.0
CSc1nc(NC(C)=O)nc(C)c1Cl	-21.9	-0.7	4.7	-16.5	-0.1	107.7	-16.5	2.9	11.3	102.6
CC(C)C(=O)Nc1ccc(NC(=O)c2cccs2)cn1	-16.7	0.2	18.0	28.1	-0.3	94.8	-2.7	0.0	19.9	94.6
N#CCc1ccc(C(=O)c2ccccc2)s1	-20.2	-0.1	6.8	-31.8	-0.5	107.0	-16.3	0.6	1.5	97.3
O=C1N=C(N2CCN(c3ccccc3)CC2)SC1Cc1ccccc1 (centres undefined)	-12.1	-0.1	10.0	x	x	89.1	-6.2	3.5	x	89.8
COc1cccc(NC(=O)/C=C/c2ccccc2[N+](=O)[O-])c1	-48.4	-0.7	10.0	x	x	89.1	-2.4	-1.2	10.3	85.6
Cc1ccc2nsnc2c1S(=O)(=O)NC1CC1	4.7	0.5	6.8	-21.1	x	99.0	x	2.9	3.9	90.6
NC(=O)C1(N2CCCCC2)CCN(C(=S)Nc2ccc(Cl)cc2)CC1	-4.7	0.2	-6.4	0.4	x	92.7	-2.2	-0.6	4.4	89.5
Cc1cc(N2CCN(c3ccccn3)CC2)n2c(nc3ccccc32)c1C#N	-33.4	-2.2	-7.6	x	-1.0	96.3	-3.2	8.4	14.4	91.7
Cc1cc(=O)[nH]c(N/N=C/c2ccccn2)n1	33.4	-1.8	5.8	x	-9.1	11.3	-6.1	1.0	3.2	12.8
COC(=O)c1cccc(-n2cnnn2)c1	2.6	-1.3	-9.7	-19.7	x	87.2	x	0.4	7.4	93.6
COC(=O)n1c(=O)oc2cc(S(=O)(=O)N3CCCCC3)ccc21	-62.2	-0.1	8.2	12.1	0.6	92.5	35.2	0.1	6.8	104.0
O=c1c2cc(Cl)ccc2[nH]c(=S)n1Cc1cccs1	-25.4	-2.5	-8.1	x	-0.4	79.8	4.5	-2.6	17.5	72.8
CCC(=O)N1CCN(c2ccc(NC(=O)c3ccco3)cc2)CC1	-32.5	0.5	-2.5	1.6	0.8	58.4	-4.9	0.8	4.7	42.7
CCN1CCN(c2nc(-c3ccccn3)nc3ccccc23)CC1	-9.2	-2.0	15.8	-6.9	x	10.9	-12.1	2.3	5.7	10.7
Cc1cc(Cl)c(S(=O)(=O)NCC2CCCO2)cc1OCC(N)=O (centres undefined)	-9.3	-1.5	-3.8	7.9	0.4	88.2	-10.7	-1.3	22.4	83.4
COC(=O)Nc1ccc(OCc2ccccc2)cc1	-31.7	0.0	0.3	x	-0.1	96.6	-28.5	0.9	18.5	90.0
COc1ccc2nc3ccccc3nc2c1NC(=O)c1ccc(Cl)cc1Cl	-32.5	-0.6	-3.4	3.2	-10.7	89.0	-0.1	1.3	3.4	83.2
COC(=O)C(C)Sc1n[nH]c(=S)s1 (centres undefined)	-53.6	0.8	-7.7	1.4	-0.2	92.3	-7.5	1.7	5.2	98.2
COc1ccc(C(=O)Oc2cccnc2)cc1	-5.5	3.1	0.3	4.3	-0.4	120.7	-12.3	2.5	29.7	109.8
Cc1nc(NC(C)C)c2oc3ccccc3c2n1	-39.4	0.1	3.7	x	1.6	88.5	-11.2	1.9	12.9	85.3
O=C(CNC(=S)N(Cc1ccccc1)Cc1cccnc1)NCCc1ccccc1	-8.0	-2.4	-9.7	-11.9	-11.2	85.8	-2.2	0.6	6.4	91.2
CC(C)C(=O)c1cn(CC(=O)NCc2ccco2)c2ccccc12	-33.2	-1.1	-11.7	0.7	x	90.4	x	1.5	6.0	90.7
CSc1ccccc1NC(=O)COc1ccc(S(=O)(=O)N2CCCC2)cc1	-96.2	-0.2	10.0	-12.7	x	100.3	-3.2	-2.1	8.8	97.0
CCSc1nnc2c(n1)OC=Nc1ccc(Br)cc1-2	-19.9	-0.7	-3.4	1.7	0.1	99.9	3.8	7.7	8.4	93.9
CC(/C=N/NC(=O)c1cc(-c2ccc(C)s2)[nH]n1)=C\c1ccccc1	-5.7	-2.4	-0.5	x	-3.0	27.7	2.2	9.0	5.2	20.8
CCCn1c(SCC(=O)Nc2ccc(OCC)cc2)nnc1C(C)C	3.9	-0.9	-8.8	-2.3	x	93.0	x	2.8	12.5	98.7
Cc1ccc(C(=O)N(CC(=O)NC2CCCC2)Cc2cccs2)s1	-37.3	-4.0	3.2	-1.4	-3.4	94.3	-11.2	3.8	9.5	101.7
Cc1ccccc1CN1CCN(S(C)(=O)=O)CC1	-14.1	-0.4	4.8	-26.9	x	93.3	x	-0.3	1.2	92.5
Cc1cc(C)c2c(c1)[C@@H]1C=CC[C@@H]1[C@H](c1ccc(S(=O)(=O)N3CCOCC3)cc1)N2	-48.9	-2.8	8.0	7.0	1.7	88.4	3.2	2.4	6.0	99.5

Source: PubChem (several laboratories)
